# Screening results: PubChem, National Center for Advancing Translational Sciences (NCATS)
# ASM inhibitor = human S-ASM enzyme inhibition; P17405; placental ASM, HMU-PC fluorogenic substrate, 60 min; Potency, µM (top dose mostly 57.5 µM), inactives show at the top dose activity change, negative = inhibition, hits mostly inhibitors; 0.006% of 340,000 active; further: potency means the concentration at half of the fitted maximal effect
#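 qHTS format. ASM enzyme prepared from human placenta hydrolyses the fluorogenic substrate HMU-PC0 (9 uM final) over 60 min at 37 °C after a 10 min compound preincubation.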
# TSHR antagonist = antagonists of human thyroid stimulating hormone receptor | P16473 | TSHR-expressing cells, TSH-stimulated cAMP HTRF, 2 h; stronger effect = lower value | activity change, negative = inhibition, % at 11.5 µM | 0.2% of 330,000 active;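 active means activity change below a set negative limit, meaning inhibition stronger than a set level, cut at about -70% in these data; inconclusive means activity change between two set negative limits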; further: on the % scale 0 is the no-effect control and ±100 the full control effect
#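 Competitive HTRF cAMP read-out (cryptate anti-cAMP antibody, cAMP-d2; 30 min, room temperature) in freshly harvested TSHR cells. Compounds added before TSH at EC80 (4nM final), followed by 2 hours' incubation at 37 deg C.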
# BCR signal inh = blocks chronic active B-cell receptor signaling. Potency, µM (titrated, usually from 46.1 µM), for the others: at the highest dose ratio change, negative = lower green/red ratio, usual class: inhibitors. ABC-DLBCL IkBa-CBG/CBR reporter, luminescence ratio, 4 h. 0.05% of 340,000 active; active means well fitted inhibition curve with a large enough effect in the signal ratio, with a control signal flat, not every such curve was filed as active; inconclusive means small, poorly fitted or top-dose-only effect, or effect the other way, or a change in a side signal; the % refers to the signal ratio;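 further: potency means the concentration at half of the fitted maximal effect; plate controls were basal doxycycline-induced cells for no effect and cells given 10 µM MG132 for full effect; MG132 reads +100%, hits lower the ratio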
#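 Cell line TMD8 (human ABC DLBCL), stably expressing tet-inducible CBG68-IkBa fusion and CBR; IMDM/0.5% FBS; cpd up to 46 uM; dox induction, 4 h, 37C/5% CO2; dual luminescence; green/red ratio; MG132 control.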
# Mito fusion act = blocks mitochondrial division or promotes mitochondrial fusion; 0.23% of 320,000 active; AID 485298; S. cerevisiae fusion-defective mutant growth rescue, CellTiterGlo 48 h; Potency, µM (top dose mostly 46.1 µM), for inactives: top-dose growth rescue (activation), actives largely listed as activators;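 further: potency means the concentration at half of the fitted maximal effect; % of control where 0% means no effect; nearly all actives have a fitted effect of over 45% in size; temperature-sensitive fusion mutants such as fzo1-1 at 37 °C on non-fermentable ethanol glycerol medium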
#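 Yeast fusion mutant, YPEG (non-fermentable carbon), compound, 48 h at 37C non-permissive; CellTiterGlo added, 10 min RT, luminescence read. Rescued growth = division inhibition.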
# TCR activator = T cell receptor activation. primary human leukocytes, anti-CD3, IL-2 HTRF, 48 h. Potency, µM (top dose mostly 9.22 µM), for inactives: top-dose activation of IL-2 secretion, actives largely listed as activators. 330,000 tested, under 10 active. AID 504894; further: % of control where 0% means no effect
#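 Primary human leukocytes receive a-CD3 beads and test compound and are incubated 48 hr. Secreted IL-2 is then assayed by HTRF, measuring 665nm acceptor emission after 320nm excitation of the europium donor.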
# ELG1 repair inh = inhibitors of ELG1-dependent DNA repair in HEK293T cells; AID 504467; HEK293T ELG1-luciferase reporter, luminescence, 16 h; DNA damage induced by 5-fluorouridine; 2.3% of 330,000 active; Potency, µM (top dose mostly 46.1 µM), inactives show top-dose activity change, negative = inhibition, usual class: inhibitors; further: potency means the concentration at half of the fitted maximal effect; on the % scale 0 is the no-effect control and ±100 the full control effect; nearly all actives have a fitted effect of over 55% in size
#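 Cells (2,000 per well) received 5-fluorouridine plus test compound or DMSO and were incubated 16 hr at 37 °C, 5% CO2. Luciferase activity was read by luminescence 30 min after ONE-Glo addition; signal suppression marked inhibition of damage-induced ELG1 function.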
# A-T KAP1 phos = potential ataxia-telangiectasia treatment; […] A-T fibroblasts, KAP-1 phosphorylation AlphaLISA; neocarzinostatin DNA damage 30 min before lysis; Potency, µM (series often up to 57.5 µM), for inactives: at the top dose activation, actives largely listed as activators; 0.19% of 320,000 active; AID 485349; further: potency means the concentration at half of the fitted maximal effect; % of control where 0% means no effect; nearly all actives have a fitted effect of over 45% in size
#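 hTERT-immortalized A-T patient fibroblasts ([…]), 500 cells/well in OPTI-MEM, 1% FBS, got compounds for 60 min, then NCS for 30 min at 37C. Lysates were then assayed for phospho-KAP-1 by AlphaLISA (anti-pKAP1 donor, anti-KAP1 acceptor beads), 6 hr at 25C.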
# Tb PFK inh = T. brucei PFK enzyme inhibition | O15648 | 0.17% of 330,000 active | T. brucei PFK, ADP-Glo luminescence | Potency, µM (series often up to 57.5 µM), for the others: top-dose activity, negative = inhibition, most hits filed as inhibitors | AID 485367;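 further: potency means the concentration at half of the fitted maximal effect; 0% = uninhibited 1x PFK enzyme wells and -100% = no-enzyme wells; nearly all actives have a fitted effect of over 60% in size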
# Target sequence (O15648 whole entry, looked up): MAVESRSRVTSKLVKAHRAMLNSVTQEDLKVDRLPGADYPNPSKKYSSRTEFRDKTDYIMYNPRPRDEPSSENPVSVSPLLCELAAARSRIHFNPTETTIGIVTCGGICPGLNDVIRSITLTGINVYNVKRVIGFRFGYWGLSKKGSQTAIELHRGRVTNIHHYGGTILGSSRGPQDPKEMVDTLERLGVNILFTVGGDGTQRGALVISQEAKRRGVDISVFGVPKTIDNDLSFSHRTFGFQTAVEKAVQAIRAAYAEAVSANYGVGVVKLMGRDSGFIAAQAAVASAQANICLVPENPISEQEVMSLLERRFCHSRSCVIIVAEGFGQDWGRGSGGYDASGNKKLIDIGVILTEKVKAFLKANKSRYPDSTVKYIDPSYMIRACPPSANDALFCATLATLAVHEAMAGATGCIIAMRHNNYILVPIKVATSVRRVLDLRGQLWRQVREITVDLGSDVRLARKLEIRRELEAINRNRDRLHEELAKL
#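 ADP-Glo luminescence quantified ADP after 45 min at room temperature, with 1.25 nM T. brucei PFK, 0.1 mM ATP and 0.5 mM fructose-6-phosphate in pH 8.0 TEA buffer. qHTS titrations up to 57 µM; curves classified by quality.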
# PTAP TSG101 blk = blocks PTAP/TSG101 interaction to inhibit HIV-1 budding | AID 493005 | Q99816 | Potency, µM (doses to about 115 µM), inactives show top-dose activity change, negative = inhibition, usual class: inhibitors | 340,000 tested, under 10 active | Fluorescence polarization, FITC-PTAP peptide / Tsg101 binding; active means well fitted inhibition curve with a large enough effect in the main read-out, with a control signal flat, not every such curve was filed as active; inconclusive means small, poorly fitted or top-dose-only effect, or effect the other way, or a change in a side signal; inactive means no such curve, though single readings can be large or run the other way; further: potency means the concentration at half of the fitted maximal effect; % of control where 0% means no effect
# Target sequence (Q99816 whole entry, looked up): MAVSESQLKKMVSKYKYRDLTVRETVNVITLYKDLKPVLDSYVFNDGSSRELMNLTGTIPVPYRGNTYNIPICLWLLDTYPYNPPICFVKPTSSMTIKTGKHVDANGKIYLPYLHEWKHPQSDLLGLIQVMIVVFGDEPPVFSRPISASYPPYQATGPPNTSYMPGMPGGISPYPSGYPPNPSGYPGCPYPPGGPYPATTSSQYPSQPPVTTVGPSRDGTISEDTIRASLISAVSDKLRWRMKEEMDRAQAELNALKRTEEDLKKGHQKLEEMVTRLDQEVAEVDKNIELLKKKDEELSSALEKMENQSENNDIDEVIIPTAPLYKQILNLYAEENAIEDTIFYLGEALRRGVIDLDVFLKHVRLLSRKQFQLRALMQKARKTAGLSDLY
#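 FP read-out: FITC-PTAP peptide, 50 nM final, binding Tsg101 binding domain, 10 uM final; 20 min, r.t.; 10 mM HEPES pH 7.5, 0.15 M NaCl, 0.01% Tween 20, 3 mM EDTA, 0.1 mM TCEP.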
# Integrin act MD = activators of alpha7 integrin expression for muscular dystrophy | Potency, µM (titrated, usually from 38.3 µM), inactives show top-dose activation, most hits filed as activators | 0.064% of 350,000 active | alpha7betagal myoblasts, beta-gal FDG fluorescence, 48 h;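 further: potency means the concentration at half of the fitted maximal effect; 100% = response of the positive control SU9516; nearly all actives have a fitted effect of over 60% in size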
#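 alpha7betagal+/- myoblasts (passage 13, 250/well) treated 48 h at 37C with compounds at 1:260 dilution of DMSO stock. Lysed, then beta-galactosidase activity read as FDG fluorescence (ex 480/em 540) after 30 min, with pre-read for autofluorescence.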
# Eya2 inh = inhibitors of human Eya2 phosphatase activity; recombinant Eya2, OMFP fluorescence dephosphorylation (OMFP is methylfluorescein phosphate); Potency, µM (highest dose often 76.9 µM), inactives show at the top dose activity, negative = inhibition, usual class: inhibitors; 0.006% of 330,000 active; AID 488837; further: potency means the concentration at half of the fitted maximal effect; on the % scale 0 is the no-effect control and ±100 the full control effect
#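 Eya2 (0.2 uM) preincubated 10 min at ambient with compound, then OMFP substrate added at 50 uM; 10 min reaction in 50 mM HEPES pH 7.5, 50 mM NaCl, 5 uM MgCl2, 0.05% BSA, 1 mM DTT. Fluorescence read at Ex 485/Em 525 nm.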
# * = called active by the depositor; ? = inconclusive; . = no result given; [ ] = remark or other dose. Unless noted, the call rests on the fitted dose curve; in most records, active means well fitted curve in the direction sought with a large enough effect; inconclusive means small, poorly fitted or top-dose-only effect, or another doubt; inactive means no such curve, though single readings can be large; an effect the other way counts as inactive or inconclusive.
SMILES,ASM inhibitor,TSHR antagonist,BCR signal inh,Mito fusion act,TCR activator,ELG1 repair inh,A-T KAP1 phos,Tb PFK inh,PTAP TSG101 blk,Integrin act MD,Eya2 inh
COc1ccc(NC(=O)c2cc(C)cc(C)c2)cc1[N+](=O)[O-],-3%,-4,9%,4%,5%,4%,-7%,-4%,0%,-13%,-1%
O=C1CCCCN1CCC(=O)N1CCCC(Nc2ccccc2)C1 (stereo not given),20%,5,3%,-1%,-2%,1%,-3%,-2%,-7%,10%,4%
Cn1ncc(Cl)c1C(=O)Nc1ccc(Cl)cn1,1%,-6,14%,1%,-2%[46.1 µM],?,-3%,-3%,-2%,-7%,4%
NC(=O)c1sc2nc3c(c(-c4cccs4)c2c1N)CCCCC3,91%[activator],0,1%,-1%,5%,0.82µM*,.,2%,-6%,28%,5%
Cc1oc(C(=O)O)cc1COc1cccc2ccccc12,14%,0,9%,7%,-3%,-3%,1%,19%,-8%,-8%,6%
Cc1cc(C(F)F)nn1CC(=O)NCc1ccco1,2%,22,4%,3%,-1%[46.1 µM],12%,11%,-7%,-4%,2%,2%
Cn1c(=O)c(-c2ccccc2)nn2c3ccccc3nc12,-3%,-3,10%,8%,-3%,2%,4%,3%,-6%,-20%,1%
CN(C)CCCN(Cc1ccccc1)C(=S)NCc1ccccc1,-3%,0,-1%,-17%,-1%,10%,6%,-3%,-8%,11%,10%
CN(C)CCNC(=S)Nc1ccc(Br)cc1,6%,11,0%,-5%,-9%[46.1 µM],?,1%,-8%,1%,-1%,5%
CC(=O)c1c(C)[nH]c(C(=O)CSc2nnc(-c3ccc(Cl)cc3)n2CC2CCCO2)c1C (stereo not given),-9%,-13,-11%,-1%,4%,?,-6%,-5%,-11%,-26%,-4%
CCN(CC(=O)N1CCOCC1)S(=O)(=O)c1ccc(F)cc1,15%,-5,0%,-4%,3%,?,-4%,0%,-2%,-6%,-2%
c1ccc(SCCOCCN2CCc3ccccc3C2)cc1,3%,4,-2%,2%,0%[46.1 µM],3%,8%,1%,-4%,-20%,-2%
CC(NC(=O)c1ccc(C#N)cc1)C1CC2CCC1C2 (stereo not given),2%,43,20%,13%,2%,1%,13%,-3%,1%,0%,6%
CN(C)S(=O)(=O)c1cccc(C(=O)C2=C3SC=C(c4ccccc4)N3CC2)c1,-1%,-5,-2%,-2%,2%,8%,-5%,1%,-1%,-26%,-14%
CSc1ccccc1NC(=O)C1CC(c2c(F)cccc2Cl)=NO1 (stereo not given),0%,12,?,-16%,1%,?,12%,0%,-4%,-38%,-6%
COc1ccc([C@]23Cc4cc(C#N)ccc4C(O2)c2c(cc(-c4ccccc4)oc2=O)O3)cc1,.,.,1%[9.22 µM],-2%[9.22 µM],.,.,4%[11.5 µM],3%[11.5 µM],.,.,-4%[15.4 µM]
CCn1c(=O)[nH]c(=O)c2c(N)c(C(=O)c3ccccc3OC)sc21,1%,2,?,1%,7%[46.1 µM],-21%,2%,-4%,-1%,25%,-2%
c1ccc(C2CC(c3cccs3)Nc3nnnn32)cc1 (stereo not given),0%,8,5%,-5%,-5%,9%,0%,0%,-3%,-18%,?
O=C(CNC(=O)c1ccccc1)OCc1cccc([N+](=O)[O-])c1,3%,-6,?,-5%,5%,0%,5%,-2%,-3%,10%,-18%
COc1cc(CC(=O)NNC(=O)c2cccs2)cc(OC)c1OC,6%,10,0%,.,-3%,-1%,-2%,-2%,0%,?,1%
CCc1ccc(CNCc2cccs2)cc1,-1%,9,4%,2%,-3%,?,10%,-5%,1%,24%,-2%
C=CCn1c(=O)c2ccccc2n2c(SCC(=O)c3ccccc3)nnc12,-3%,-9,6%,5%,8%,-1%,-5%,-6%,-2%,8%,5%
CCOCCCNC(=O)C1CC(=O)N(CCc2ccc(C)cc2)C1 (stereo not given),-5%,26,-1%,-21%,-4%,?,12%,-8%,-1%,-42%,-11%
CCOC(=O)CNc1nc(Oc2ccc(=O)n(C)n2)nc(N(CC)CC)n1,-6%,-3,-5%,3%,4%,9%,0%,0%,-11%,22%,6%
CCOc1ccccc1C1CC(=O)Nc2cc3c(cc21)OCO3 (stereo not given),5%,-8,?,3%,-4%,?,-3%,-3%,1%,18%,-4%
O=C(CNC(=O)c1ccc(S(=O)(=O)N2CCCC2)cc1)N/N=C/c1ccccc1Cl,-4%,2,?,-6%,4%[46.1 µM],-8%,9%,-4%,-4%,17%,0%
COCCC(=O)Nc1ccc2c(c1)CN(C(=O)c1ccc(CSC)o1)CC2,-3%,3,2%,0%,-10%,3%,-5%,3%,3%,11%,11%
Cc1c(N=C/C=C/c2ccccc2)cnn1C,3%,4,0%,0%,-8%,?,-5%,2%,0%,-32%,-15%
OCC[C@@H]1C[C@H](O)[C@@H](O)[C@@]2(CCc3ccccc3O2)O1,2%,17,0%,2%,1%,10%,-4%,3%,2%,-2%,-8%
O=S(=O)(NCCC1=CCCCC1)c1ccc(F)cc1,-4%,-16,6%,2%,-4%,-2%,19%,2%,-3%,-32%,5%
COC(=S)N/C(=N\S(=O)(=O)c1ccc(Cl)cc1)c1ccccc1,4%,1,3%,24%,-8%,-2%,-1%,2%,-8%,7%,-8%
CCCC(=O)N1CCN(c2ccc(NC(=O)c3ccccc3)cc2)CC1,1%,0,?,-4%,-1%,-21%,12%,1%,-4%,9%,-14%
NS(=O)(=O)c1cc(C(=O)OCC(=O)N2CCc3ccccc3C2)ccc1Cl,-4%,30,?,8%,.,8%,2%,-11%,-5%,13%,1%
CC(=O)N1CCN(C(=S)c2ccc([N+](=O)[O-])cc2)CC1,2%,5,?,-4%,2%,23%,-2%,1%,-13%,-6%,-8%
CCN1C(=O)c2cccc3c(S(=O)(=O)N4CCCC4C(=O)O)ccc1c23 (stereo not given),197%[activator],-9,6%,-3%,1%,6%,3%,1%,-4%,-1%,9%
CC(C)(C)OC(=O)N1CCC(Cc2cc(-c3ccc(Cl)cc3)no2)(C(=O)O)CC1,-12%,1,-4%,3%,-7%,2%,-6%,-5%,-5%,-13%,-5%
c1ccc(CN2CCN(C3=Nc4cccc5cccc3c45)CC2)cc1,-11%,7,?,-8%,-1%,?,-3%,4%,-3%,-18%,20%
COc1ccc(NC(=O)CN(C)C(=O)c2cc(-c3ccc(OC)cc3)nc3ccccc23)cc1,46%[activator],14,?,?,3%,?,9%,0%,-5%,2%,18%
O=C(c1cc2nc(-c3ccccc3)cc(-c3ccccc3)n2n1)N1CCCC1,107%[activator],12,2%,-2%,-3%,?,-1%,-2%,-1%,-12%,-18%
C=C1CCN([C@H](C(=O)Nc2ccc(OC)cc2)C(C)C)S(=O)(=O)c2ccccc21,-1%,30,-15%,-12%,0%,12%,145%,2%,-2%,35%,-11%
CC(=O)c1cccc(NC(=O)c2cnn(-c3ccccc3)c2C)c1,-1%,5,?,-27%,15%,?,5%,1%,-4%,-10%,-12%
COc1cc(NC(=O)CN(c2cc(C)cc(C)c2)S(=O)(=O)c2c(C)[nH]c(=O)[nH]c2=O)cc(OC)c1,-2%,-2,?,3%,-10%,0%,-2%,-3%,0%,1%,-15%
O=C(CSCc1ccccc1)N1CCN(c2cccc(C(F)(F)F)c2)CC1,-9%,-21,11%,5%,-26%,-5%,1%,-3%,-5%,-10%,-15%
CCN(CCCNC(=O)CN1C(=O)COc2ccccc21)c1cccc(C)c1,-1%,24,?,13%,2%,?,-4%,3%,-2%,-21%,-9%
